Compound activity deposited in PubChem by several laboratories.
NOD1 inhibition = inhibition of NOD1-driven NF-kB reporter – cell-based, luminescence, uHTS, primary screen (AID 1578); NOD1-driven NF-kB luciferase reporter cells, luminescence; higher % means a stronger effect; inhibition, % at 4 µM, or EC50 in µM where a hit was titrated; 1% of 290,000 active; in the data active means inhibition mostly above about 36%, no sharp cut-off; inactive means mostly below about 34%;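 further: HEK-293T reporter cells stimulated with the NOD1 agonist gamma-tri-DAP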
NOD2 inhibition = NOD2 signaling inhibitors, cell-based, luminescence, uHTS, HEK293 (AID 1566); HEK293 NOD2/NF-kB luciferase reporter, luminescence; higher % means a stronger effect; 0.63% of 290,000 active; one-dose inhibition, % at 4 µM; EC50 in µM for titrated hits; further: many of its hits are not listed in these tables
ER stress rescue = protection against thapsigargin-triggered cell killing – 384-well, CSM14.1, ATP luminescence, primary screen (AID 1222); CSM14.1 thapsigargin-induced death rescue, ATP luminescence; higher % means a stronger effect; cellular ATP content (survival), % at 20 µM, or EC50 in µM where a hit was titrated; 190,000 tested, under 10 active;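 active means EC50 below 50 µM in the dose-response confirmation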;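 further: death triggered by thapsigargin at about 15 µM added after 2 h compound pretreatment; cell ATP read after overnight thapsigargin exposure of roughly 18 to 22 hours; normalized against plate controls of thapsigargin alone and 5% DMSO vehicle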
NTR1 ag = NTR1-driven beta-arrestin-GFP spot formation – imaging, U2OS cells, high content, primary screen (AID 493036); P30989; agonist mode; activation, % at 20 µM; 0.17% of 330,000 active;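 active means activation at or above 40% of the spot to cytoplasm intensity ratio, with at least 20 cells analyzed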;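 further: 0% = DMSO without peptide and 100% = 100 nM NTR1 peptide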
Target sequence (P30989 whole entry, looked up): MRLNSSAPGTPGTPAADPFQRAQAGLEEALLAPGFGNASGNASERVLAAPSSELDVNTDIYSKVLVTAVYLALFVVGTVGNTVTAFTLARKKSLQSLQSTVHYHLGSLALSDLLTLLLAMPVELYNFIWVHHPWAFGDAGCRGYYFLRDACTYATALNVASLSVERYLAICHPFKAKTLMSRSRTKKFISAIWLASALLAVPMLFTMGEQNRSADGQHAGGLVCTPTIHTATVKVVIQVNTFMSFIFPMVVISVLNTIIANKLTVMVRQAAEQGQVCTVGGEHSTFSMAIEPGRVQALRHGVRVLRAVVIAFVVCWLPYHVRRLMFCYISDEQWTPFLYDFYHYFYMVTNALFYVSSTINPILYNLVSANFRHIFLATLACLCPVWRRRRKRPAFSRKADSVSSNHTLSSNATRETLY
KOR beta-arrestin-1 = kappa opioid receptor activators – cell-based, luminescence, uHTS, primary screen (AID 1777) | KOR beta-arrestin recruitment, luminescence; higher % means a stronger effect | activation, % at 10 µM, or EC50 in µM where a hit was titrated | 0.02% of 280,000 active; in the data active means activation above about 50%, passing the limit was not always enough; further: a part of the inactive calls stands beside numbers as strong as those of hits
KOR beta-arrestin-2 = kappa opioid receptor blockers – cell-based, luminescence, uHTS (AID 1778); KOR beta-arrestin recruitment, luminescence, antagonist mode; higher % means a stronger effect; inhibition, % at 10 µM, or IC50 in µM where a hit was titrated; 0.091% of 290,000 active; further: strong numbers were not always called active
GPR55 beta-arrestin = GPR55 agonists via beta-arrestin recruitment, primary screen, imaging, U2OS cells, beta-arrestin-GFP redistribution (AID 1961) | 0.048% of 290,000 active | U2OS GPR55 beta-arrestin-GFP redistribution imaging; higher % means a stronger effect | activation, % at 10 µM, or EC50 in µM where a hit was titrated;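 active means activation above 40% with more than 50 cells counted in the well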;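 further: U2OS osteosarcoma cells stably expressing GPR55 and beta-arrestin-GFP; plate controls were DMSO negative control for no effect and LPI positive control for full effect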
TNAP activation fold = stimulation of alkaline phosphatase TNAP activity – biochemical, luminescent, no phosphate acceptor, uHTS, primary screen (AID 1001) | activation fold at 20 µM, or EC50 in µM where a hit was titrated | purified TNAP, luminescent activation assay, no phosphate acceptor; higher activation fold means a stronger effect | 0.03% of 200,000 active; in the data active means activation fold from about 3, or a potency from the dose series; inactive means the rest, 99 in 100 with activation fold below about 1.6; further: many of its hits are not listed in these tables
Yfh1-off respiration = enhancers of respiration in Yfh1-depleted yeast, dose response, Friedreich's ataxia, plus single-dose screen (AID 1465); fold induction at 50 µM, or EC50 in µM where a hit was titrated; S. cerevisiae Yfh1-off respiration, WST-1 reduction, 72 h; higher fold induction means a stronger effect; 0.074% of 220,000 active;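 active means fold induction of absorbance versus untreated yeast above a set limit, then at least 30% activation at any dose in follow-up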;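 further: activators that raise dye reduction in frataxin-depleted yeast; strong numbers were not always called active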
NTR1 ag cell count 20 µM = further read-out of NTR1 ag, marked with its call; cell count; measured here: cell count, cytotoxicity flag
An asterisk follows results filed as active; i = inactive; x = not tested or not shown; [ ] = remark or other dose. Unless noted, no stated cut-off is given here; in the data, active means inhibition above about 50%; inactive means the rest. Some of the compounds tested, so the mix of outcomes need not match the whole.

SMILES	KOR beta-arrestin-2	KOR beta-arrestin-1	ER stress rescue	TNAP activation fold	GPR55 beta-arrestin	Yfh1-off respiration	NTR1 ag cell count 20 µM	NOD2 inhibition	NTR1 ag	NOD1 inhibition
C=Cn1nc(C)c2ccccc2c1=O	5.5%	-1.3%	x	1	-0.2%	i	76	-11.1%	-0.1	-25.5%
COC(=O)C1C(=O)N2CCCSC2=C(C#N)C1c1cccs1 (stereo not drawn)	-2.6%	-2.0%	1.6%	1.1	0.9%	i	57	11.6%	-0.2	-3.9%
O=C(O)c1oc2ccccc2c1-n1cccc1	-4.0%	-3.1%	-2.7%	1.1	-0.2%	i	90	4.5%	1.5	-27.0%
COc1cccc(N2CCCn3c2nc2c3c(=O)n(CCN3CCOCC3)c(=O)n2C)c1	-16.6%	-1.8%	-1.7%	1.1	0.6%	i	x	1.8%	x	-2.1%
CC1CCCC(C)N1C(=O)CSc1nc2ncnc(N)c2[nH]1 (stereo not drawn)	16.1%	-4.9%	-0.3%	0.6	-0.4%	i	39	-3.9%	0.5	-16.1%
O=C(NC(Cc1ccccc1)C(=O)O)C1CCN(S(=O)(=O)c2ccccc2C(F)(F)F)CC1 (stereo not drawn)	12.8%	10.6%	x	x	-0.1%	x	67	-7.7%	0.0	24.4%
COc1ccccc1Nc1nc(NCCCN(C)C)nc(N)c1[N+](=O)[O-]	33.1%	0.1%	x	x	-0.1%	i	52	-3.6%	-0.9	1.5%
CC1(C)CC(=O)c2c(Cc3ccccc3)n[nH]c2C1	9.8%	0.0%	-0.9%	0.1	-0.1%	i	38	23.3%	-0.2	x
Cc1cccc(OCCOc2ccc(/C=N/NC(=O)Cc3nnc(N)s3)cc2)c1	-25.6%	-1.7%	-0.6%	1.1	-0.2%	i	56	-0.2%	0.1	-16.0%
Cc1ccc(S(=O)(=O)Cc2sc3ccccc3[n+]2C)cc1	12.6%	-4.3%	0.4%	1.4	0.6%	i	53	13.5%	-0.2	10.2%
COc1cc(C(=O)NCCOc2ccc(F)cc2)c(Br)c(OC)c1OC	-25.6%	3.9%	-2.1%	1	0.9%	i	88	27.3%	-0.1	9.4%
Cn1c(=O)c2c(nc(N3CCN(c4ccccc4)CC3)n2CCCc2ccccc2)n(C)c1=O	-12.8%	-2.2%	x	1	-0.1%	i	54	12.9%	15.3	4.4%
CC(Cc1ccccc1)C(=O)NCc1ccncc1 (stereo not drawn)	-1.8%	4.1%	-4.7%	1	-0.1%	i	45	-4.2%	1.2	-26.7%
CC(=O)Nc1ccc(NC(=S)Nc2ccc(Br)cc2)cc1	9.9%	3.5%	x	x	-0.2%	i	51	3.3%	-0.9	-14.5%
O=C(C1=C(O)C(=O)N(CC2CCCO2)C1c1cccc(O)c1)c1ccco1 (stereo not drawn)	-10.3%	-0.3%	x	x	0.0%	x	58	-6.7%	-0.8	2.6%
C(=N\Nc1ccccc1)/c1nc2ccccc2s1	-11.8%	2.2%	x	x	-0.4%	i	57	-173.5%	3.2	11.0%
Cc1ccccc1N1CCN(C(=S)c2ccc([N+](=O)[O-])cc2)CC1	1.7%	2.4%	-0.8%	1	-0.1%	i	44	5.4%	0.7	3.0%
CCCCCCCCn1c(N2CCN(c3cccc(Cl)c3)CC2)nc2c1c(=O)[nH]c(=O)n2C	-34.8%	3.8%	-0.4%	1.6	-0.1%	i	51	9.6%	17.6	17.9%
CC(C)N1CC2=C(OC(N)=C(C#N)C2c2cccnc2)/C(=C/c2cccnc2)C1 (stereo not drawn)	-21.5%	-7.3%	1.1%	1	-1.0%	i	67	-3.0%	1.6	-17.3%
CSc1ccccc1NC(=O)c1ccc(C)o1	21.0%	4.1%	1.0%	1	-0.1%	i	85	-4.7%	0.6	-25.3%
CCCCNC(=O)C1CCN(S(=O)(=O)c2ccc3c(c2)CC(C)N3C(=O)C2CC2)CC1 (stereo not drawn)	-40.1%[20 µM]	1.1%	x	x	-0.1%	x	57	13.2%	-2.2	14.2%
CSc1ccccc1C(=O)Nc1ccc2c(c1)OCO2	37.9%[20 µM]	-1.2%	-1.3%	1	0.1%	i	47	-38.6%	0.1	-38.3%
CCC(CC)C(=O)N1c2ccc(F)cc2CCC1C (stereo not drawn)	-1.9%	-1.6%	1.1%	1.1	0.5%	i	46	11.7%	-1.2	8.0%
CC(C)CCN(N=O)[C@@H](Cc1ccccc1)CN(N=O)[C@@H](Cc1ccccc1)CN(C)N=O	-0.3%	-2.3%	-2.3%	1.1	-0.1%	i	91	-5.3%	5.6	-20.2%
Cc1cc(NC(=O)CCC(=O)N(CC(C)C)C(C(=O)NC(C)(C)C)c2ccccc2Cl)no1 (stereo not drawn)	-11.0%	-2.5%	x	x	0.3%	x	58	2.9%	-0.5	9.2%
COC(=O)C(Cc1ccccc1)NC(=O)CCC(=O)NC(C)CCc1ccccc1 (stereo not drawn)	-34.4%[20 µM]	-3.0%	x	x	0.0%	x	48	9.5%	-0.8	-12.6%
O=C(CN1C(=O)COc2ccc(Cl)cc21)Nc1ccc(N2CCOCC2)cc1	-18.9%	6.1%	x	x	0.7%	x	58	-11.2%	0.1	-41.7%
O=C(c1ccc2c(c1)OCO2)N1CCN(S(=O)(=O)c2ccccc2)CC1	18.6%	-2.2%	x	x	-0.1%	x	63	12.3%	-0.1	-25.6%
Cc1cc(=O)oc2cc(OCC(=O)OCC(=O)N(CCC#N)c3ccccc3)ccc12	1.7%	-3.2%	0.5%	1.1	0.0%	i	56	12.3%	3.6	-27.3%
O=C(CSc1ccc(-c2ccccc2)nn1)N1CCCCC1	-24.7%	1.2%	-0.3%	1.1	0.1%	i	72	-27.1%	2.5	-46.6%
COc1ccc(S(=O)(=O)n2ccc(-c3cnc(-c4ccccc4)s3)n2)cc1	-16.4%	1.1%	4.9%	1.1	-0.3%	i	104	-20.3%	0.0	13.5%
COc1ccc(O[C@H]2C=C[C@@H](c3ccccc3)O[C@@H]2COC(=O)CC/C(C)=N/O[C@@H](C)c2cn([C@H](CO)Cc3ccccc3)nn2)cc1	-26.4%	0.8%	-4.2%	1.1	-0.3%	i	x	-12.8%	x	-16.3%
O=C(NC(=S)Nc1cccc2c(O)cccc12)c1cccc(Br)c1	20.8%	-3.4%	x	x	0.6%	i	42	2.2%	32.7	-3.8%
CC(C)OCCCN1CN(S(=O)(=O)c2cccc(Cl)c2)c2nc3ccccc3nc21	0.5%	-2.0%	-4.6%	1	0.2%	i	49	15.7%	-1.2	17.7%
S=C1NC2(CCCC2)N=C1c1ccccc1	1.8%	0.7%	2.5%	1	0.1%	i	51	-4.8%	2.0	-16.3%
O=[N+]([O-])c1ccc(N2CCOCC2)cc1NC(c1ccccc1)c1ccccc1	-23.5%	-3.6%	-1.3%	1	0.6%	i	40	-9.9%	0.8	10.8%
CCOC(=O)NC(=O)/C(C#N)=C\Nc1ccc(Cl)cc1Cl	-57.8%	-3.4%	-0.5%	1.1	0.0%	i	38	-20.5%	-0.1	-53.4%
COc1ccccc1N=Nc1ccc(N)c(C)c1	-30.3%	1.0%	x	x	-0.1%	x	99	-31.0%	1.8	-11.7%
CC(=O)c1ccc(NC(=O)CSc2cn[nH]n2)cc1	-14.7%	-1.1%	x	x	0.5%	x	44	14.0%	-1.3	3.4%
O=C(O)CSc1nnc(Cn2nnc3ccccc32)n1CCc1ccccc1	10.7%	10.2%	-0.9%	1.1	-0.2%	i	97	-2.1%	0.9	-15.5%
Cc1ccc(C(=O)ONc2ccc(N=O)cc2)cc1	-30.3%	-2.1%	-0.7%	1.1	-0.3%	i	62	6.6%	-0.2	-11.0%
CCc1nnc(NC(=O)CSc2nnc(C(C)NC(=O)c3ccccc3)n2C)s1 (stereo not drawn)	5.3%	2.4%	x	x	0.0%	x	53	10.0%	0.9	-17.0%
CC(/C=N/NC(=O)Cc1cccs1)=C\c1ccco1	1.4%	0.0%	-0.1%	0.9	0.0%	i	82	-28.2%	-0.6	32.9%
COc1ccc(NC(=O)CCc2nnc3ccc(NCc4ccco4)nn23)cc1OC	2.0%	-2.0%	x	x	0.0%	x	43	5.7%	-0.8	-18.8%
COc1ccc(NC(=S)NNc2ccc(C(=O)O)cc2)cc1	-12.1%	13.1%	x	x	-0.1%	x	40	-19.3%	-0.8	58.7%
CC(C(=O)N1CCCCCC1)c1ccc([N+](=O)[O-])cc1 (stereo not drawn)	8.3%	-3.9%	-0.6%	1.1	0.4%	i	97	-7.8%	0.8	-26.7%
O=C(Nc1ccccc1)N1CCN(c2ccc(F)cc2)CC1	1.9%	-6.6%	2.5%	1.1	-0.4%	i	62	1.5%	-0.5	-21.8%
Cc1nc(-c2ccccc2)sc1C(=O)Nc1ccccc1F	-4.3%	-6.2%	x	x	-0.1%	x	120	10.4%	0.2	-8.2%
Cn1c(=O)oc2ccc(C(=O)CSc3nnnn3-c3ccccc3)cc21	-8.4%	1.0%	-0.9%	1	-0.3%	i	84	19.4%	5.8	-17.4%
CCOC(=O)c1ccc(N2C(=O)C3C(/C=C/c4ccccc4)OC4(C(=O)c5ccccc5C4=O)C3C2=O)cc1 (stereo not drawn)	-48.2%	2.8%	-2.1%	1.1	0.5%	i	51	2.4%	2.6	-21.9%
O=C(CN1C(=O)/C(=C\c2cccc(Br)c2)Oc2ccccc21)NCC1CCCO1 (stereo not drawn)	-26.4%	7.5%	x	x	-0.2%	x	80	-0.8%	4.8	28.5%
COc1ccc(C)cc1N1C(=N)/C(=C2/Nc3ccccc3S2)C(c2ccccc2)C1=O (stereo not drawn)	14.4%	7.5%	0.3%	1	11.3%	i	x	-36.6%	x	-9.1%
CCCCOc1ccc(N(CC(=O)NC(C)C)C(=O)CCC(=O)Nc2ccccn2)cc1	-19.1%[20 µM]	x	1.6%	1	0.3%	i	43	3.0%	-1.4	-22.0%
C#CCNC(=O)C1=C[C@@H](c2ccc(C(F)(F)F)cc2)C[C@@H](OCCCCO)O1	10.4%	-3.4%	-0.1%	1.1	-0.2%	i	94	5.3%	3.5	-27.3%
Cc1ccc(-c2csc(=S)n2CC(=O)OCC(=O)NCc2ccc(F)cc2)cc1	14.5%	67.6%	-0.9%	1.1	0.3%	i	77	5.1%	1.6	-0.3%
COc1ccc(C)cc1NC(=O)c1cc2c(=O)n3ccccc3nc2n1C	22.5%	-6.8%	1.7%	1.1	0.5%	i	66	18.8%	0.2	-31.6%
